High-throughput results deposited in PubChem BioAssay by several laboratories.
Bcl-W Bim block = human Bim-Bcl-W interaction inhibition | Q92843 | bead-based flow cytometry, Bim peptide-Bcl-W binding | inhibition, % at 10 µM | hit rate 0.02% among 190,000;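 note: 0% = bound tracer without compound and 100% = peptide blocker; higher means less fluorescent Bim peptide bound to Bcl-W beads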
Target sequence (Q92843 whole entry, looked up): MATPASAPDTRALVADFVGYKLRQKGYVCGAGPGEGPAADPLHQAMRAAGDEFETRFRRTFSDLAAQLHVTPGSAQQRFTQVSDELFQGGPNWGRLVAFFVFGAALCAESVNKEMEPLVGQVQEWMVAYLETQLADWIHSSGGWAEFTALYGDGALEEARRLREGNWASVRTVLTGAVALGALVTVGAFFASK
Bfl-1 Bim block = inhibitors of Bim-Bfl-1 interaction, human | Bead-based flow cytometry, Bim-Bfl-1 binding inhibition | inhibition, % at 10 µM | hit rate 0.12% among 190,000 | AID 1008;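 note: 0% = wells without compound plus tracer and 100% = blocker peptide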
Bim-Bcl-XL = inhibitors of Bim-Bcl-XL interaction, human; Q07817; Bim peptide-Bcl-XL binding, bead flow cytometry, fluorescence; inhibition, % at 10 µM; hit rate 0.04% among 190,000
Target sequence (Q07817 whole entry, looked up): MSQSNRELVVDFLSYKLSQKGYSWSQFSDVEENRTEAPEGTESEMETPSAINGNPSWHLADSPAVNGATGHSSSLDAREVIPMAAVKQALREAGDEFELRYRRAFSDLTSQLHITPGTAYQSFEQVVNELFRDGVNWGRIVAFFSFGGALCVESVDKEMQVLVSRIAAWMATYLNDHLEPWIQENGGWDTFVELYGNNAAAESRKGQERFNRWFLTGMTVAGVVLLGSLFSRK
Bcl-2 Bim block = inhibitors of Bim-Bcl-2 interaction, human. inhibition, % at 10 µM. Bead-based flow cytometry, Bim peptide-Bcl-2 binding. P10415. hit rate 0.06% among 190,000; in the data active = inhibition above about 40%; inconclusive = no clear call, values can overlap the other calls;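 note: 0% = no compound wells with probe peptide and 100% = reference peptide inhibitor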
Target sequence (P10415 whole entry, looked up): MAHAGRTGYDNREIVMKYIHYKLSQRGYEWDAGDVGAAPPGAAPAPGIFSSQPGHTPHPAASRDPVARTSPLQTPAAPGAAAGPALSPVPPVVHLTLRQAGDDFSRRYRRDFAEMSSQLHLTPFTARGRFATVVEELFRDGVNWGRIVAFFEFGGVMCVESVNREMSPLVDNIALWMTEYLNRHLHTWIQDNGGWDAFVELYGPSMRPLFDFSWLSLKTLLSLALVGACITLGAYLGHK
RGS8-Gao = modulates binding of RGS8 to human Galphao; P09471; multiplexed bead flow cytometry; actives lie on both sides; response (percent of control binding), % at 10 µM; hit rate 0.34% among 220,000; AID 1423; in the data active = response below about 60% or above about 140%; inactive = in between;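 note: Galphao activated as the GDP aluminium fluoride complex binding bead-coupled RGS8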
Target sequence (P09471 whole entry, looked up): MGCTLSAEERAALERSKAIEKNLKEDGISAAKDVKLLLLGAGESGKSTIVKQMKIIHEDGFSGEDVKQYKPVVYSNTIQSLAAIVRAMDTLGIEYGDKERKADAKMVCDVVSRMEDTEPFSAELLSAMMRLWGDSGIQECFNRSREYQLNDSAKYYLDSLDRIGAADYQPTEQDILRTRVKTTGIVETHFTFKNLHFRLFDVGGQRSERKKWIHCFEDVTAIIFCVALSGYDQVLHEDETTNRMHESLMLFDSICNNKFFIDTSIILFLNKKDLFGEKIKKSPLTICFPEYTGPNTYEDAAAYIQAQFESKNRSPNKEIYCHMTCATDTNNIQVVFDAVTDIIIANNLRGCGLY
Mcl1-Bid inh = Mcl-1/Bid interaction inhibition; Q07820; TR-FRET Mcl-1/Bid-Dy647 peptide binding, 1536-well; inhibition, % at 21.7 µM; hit rate 0.97% among 220,000;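 active = compounds that cut the binding signal by more than half at the single screening dose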;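 note: His-tagged Mcl-1 with europium anti-His antibody binding Bid BH3 peptide; 0% = Mcl-1 plus peptide wells and 100% = peptide-only wells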
Mcl1-Noxa inh = Mcl-1/Noxa interaction inhibition | Q07820 | TR-FRET Mcl-1/Noxa peptide binding, 2 h | inhibition, % at 21.7 µM | hit rate 1.5% among 220,000 | AID 1022;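 active = compounds that cut the protein-peptide binding signal by more than 50% relative to plate controls in a single-dose test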;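 note: His-tagged Mcl-1 with rhodamine Noxa BH3 peptide and terbium anti-His antibody; 0% = Mcl-1 plus Noxa peptide wells and 100% = peptide-only wells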
Bim-Mcl-1 = disrupts Bim peptide binding to human Mcl-1; AID 1009; hit rate 0.1% among 190,000; Q07820; inhibition, % at 10 µM; Bead-based flow cytometry, Bim peptide-Mcl-1 binding;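 note: 0% = no compound tracer wells and 100% = peptide blocker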
RGS4-Gao reg = modulates binding of RGS4 to human Galphao | Multiplexed bead flow cytometry; actives lie on both sides | binding response (% of control), % at 10 µM | hit rate 0.33% among 220,000 | AID 1415; in the data active = binding response below about 49% or above about 150%; inactive = in between;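 note: fluorescent Galphao activated with aluminum fluoride binding bead-coupled RGS4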
Bcl-B Bim block = inhibitors of Bim-Bcl-B interaction, human | hit rate 0.073% among 190,000 | inhibition, % at 10 µM | bead-based flow cytometry, Bim peptide-Bcl-B binding | AID 951 | Q9HD36;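 note: 0% = tracer peptide without compound and 100% = reference inhibitor peptide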
RGS7-Gao = regulators of human RGS7-Galphao interaction; P09471; Multiplexed bead flow cytometry, RGS7-Galphao binding; actives lie on both sides; binding response (% of control), % at 10 µM; hit rate 0.35% among 220,000; in the data active = binding response below about 49% or above about 150%; inconclusive = no clear call, values can overlap the other calls; inactive = in between;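 note: fluorescent Galphao held in activated GDP-AlF4 state binding bead-coupled RGS7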
Starred values were filed as active, the others as inactive; ? = inconclusive; nt = no result given; & = joins results of further samples. Cut-off read from the data, not from the text of the source, unless noted: active = inhibition above about 40%.

SMILES	Bcl-W Bim block	Bfl-1 Bim block	Bim-Bcl-XL	Bcl-2 Bim block	RGS8-Gao	Mcl1-Bid inh	Mcl1-Noxa inh	Bim-Mcl-1	RGS4-Gao reg	Bcl-B Bim block	RGS7-Gao
O=P1(Oc2ccccc2)OCCCS1 (stereo not given)	nt	nt	nt	nt	102	2	-16	nt	102	nt	?
C=CCn1c(O)c(/C(C)=N/N2CCN(C)CC2)c(=O)[nH]c1=O	nt	nt	nt	nt	98	-27	-21	nt	100	nt	?
Cc1nnc2n1-c1ccc(Cl)cc1C(c1ccccc1)=NC2	-1	1	-1	-2	100	2	-2	-2	101	-1	101
CC(=O)OC1N=C(c2ccccc2Cl)c2cc(Br)ccc2NC1=O (stereo not given)	nt	nt	nt	nt	102	-19	5	nt	102	nt	?
CCP(=S)(CC)c1ccc(N(C)C)cc1	-1	-2	0	-2	101	-36	-6	0	99	-4	101
O=C(NCc1cccnc1)NC1CCCCC1	-2	-2	2	-6	98	-6	-1	0	101	-3	106
COc1ccc(OC)c(N=Cc2c(O)n(Cc3ccccc3)c(=S)[nH]c2=O)c1	nt	nt	nt	nt	100	-35	-6	nt	92	nt	?
CCCCC1C(=O)NC(=S)NC1=O	-1	-4	-2	-3	100	4	10	-3	102	-40	120
CCC(=O)N1N=C(c2c(O)n(CCc3ccccc3)c(=O)[nH]c2=O)CC1c1ccc(OC)c(OC)c1 (stereo not given)	nt	nt	nt	nt	102	-87	-117	nt	101	nt	?
CN1CCN(S(=O)(=O)c2ccc(Cl)nc2)CC1	-2	-4	-3	0	103	-8	1	0	99	-2	100
S=P(NC1CCCCC1)(N1CC1)N1CC1	nt	nt	nt	nt	99	4	7	nt	96	nt	?
CCOC(=O)c1c(C)[nH]c(C(=O)C(Cc2ccccc2)N(C)C)c1C (stereo not given)	0	-9	-5	-4	109	-25	11	0	120	-4	117
COc1ccc(C2=NCc3nnc(C)n3-c3ccc(Cl)cc32)cc1Cl	-2	-3	-3	1	105	-3	-4	-1	103	-3	104
CC1N(O)C2CCCCCC2N1O (stereo not given)	-1	-6	-3	-4	103	-23	14	2	106	0	105
O=c1c2ccccc2nc(/C=C\c2ccccc2[N+](=O)[O-])n1-c1ccccc1O	nt	nt	nt	nt	99	-5	26	nt	101	nt	?
CCN(CCNc1ccc([N+](=O)[O-])c2cccnc12)S(=O)(=O)c1ccc(Cl)cc1	0	-2	-2	0	101	-5	-22	0	101	-4	99
CC(=NCCCn1ccnc1)c1c(O)n(C2CCCCC2)c(=O)[nH]c1=O	nt	nt	nt	nt	98	-56	-7	nt	98	nt	?
CN1C(=O)NC(=O)/C(=C/c2ccc([N+](=O)[O-])o2)C1=O	nt	nt	nt	nt	58*	-66	24	nt	88	nt	nt
CC(C)CC(NC(=O)C1CCCCC1)C(=O)N1CCC2(CC1)OCCO2 (stereo not given)	0	0	-1	-2	97	-20	-8	0	97	-4	98
COc1ccccc1CN1CCCCC1c1cccnc1 (stereo not given)	0	-2	-26	-3	105	29	33	-4	103	-2	106
CN(C)C(=O)Oc1ccc(OC(=O)N(C)C)cc1	0	-8	0	-8	99	-11	-4	0	94	-6	94
Cn1c(O)c(/C=N/NC(=O)c2ccncc2)c(=O)n(C)c1=S	nt	nt	nt	nt	100	-54	14	nt	95	nt	?
O=C(NCCN1CCOCC1)c1ccc(Cl)nc1Cl	2	2	-1	-1	105	-2	8	-1	100	0	97
CCOC(=O)c1sc(N=Nc2c(O)[nH]c(=O)[nH]c2=O)c(C(=O)OCC)c1C	-2	0	-3	1	103	-31	36	-5	102	-3	100
CN[C@H]1C[C@H]2O[C@@](C)([C@H]1OC)n1c3ccccc3c3c4c(c5c6ccccc6n2c5c31)C(=O)NC4	0	0	-2	-2	nt	12	62*	-3	nt	-14	nt
CCOP(=O)(OCC)C(O)c1cccc([N+](=O)[O-])c1 (stereo not given)	-7	-10	-5	-7	107	-5	0	-2	111	-10	111
O[C@@H]1CCCC[C@H]1N1CCC(c2ccccc2)CC1	3&-1	-11&0	-5&0	-9&0	103&100	2&25	8&21	0&0	101&97	-8&-1	100&102
CCN1C(=O)CC(c2cccnc2)=Nc2ccccc21	0	-8	-2	-3	103	-20	-2	1	101	-2	101
CN(C)CCN=Cc1c(O)n(C2CCCCCC2)c(=O)[nH]c1=O	0	-12	-6	-10	98	0	14	-3	95	-8	91
O=c1cccc2n1CC1CC2CN(c2ncnc3c2cnn3-c2ccccc2)C1 (stereo not given)	1	4	-3	3	98	-35	-13	-1	103	2	100
O=C(O)C(Cc1cnc[nH]1)NS(=O)(=O)c1ccc(Cl)cc1 (stereo not given)	-2	-13	-3	-7	101	-7	8	-2	102	-4	105
CC(c1ccccc1)n1cncc1C(=O)N1CCCC1=O (stereo not given)	1	6	4	0	95	5	49	0	98	6	96
COC(=O)C1=Nc2ccccc2/C1=C\c1c(O)n(-c2ccc(OC)cc2)c(=O)[nH]c1=O	-1	0	-2	2	98	-27	53*	1	100	1	98
CCCCOc1ccc(CN2CCN(CCO)CC2)cc1	0	-11	0	-9	101	31	16	-2	101	-6	100
CN(C)C(=O)Oc1noc2cc(Cl)ccc12	nt	nt	nt	nt	98	-15	4	nt	95	nt	?
N#CC(C#N)=Cc1ccc(-c2ccccc2F)o1	-3	0	-4	1	101	-23	0	-1	101	-5	101
O=C(c1cn(Cc2ccccc2)c2ccccc12)N1CCCCC1	-2	-5	-4	-5	99	-10	15	-2	97	-5	?
c1ccc2c(N3CCNCC3)nsc2c1	2	-3	1	3	100	-9	10	3	95	-3	98
CCCCn1c(NC(=O)c2ccc(Br)o2)c(C(=O)OCC)c2nc3ccccc3nc21	1	2	-1	4	90	8	23	0	99	-12	99
N#Cc1ccccc1Cn1cc(C(=O)c2ccccc2F)c2ccccc21	-5	0	-3	-1	97	12	-4	-1	102	-6	99
O=C(COc1ccccc1)N1CCN(C2CC3CCC2C3)CC1 (stereo not given)	3	4	10	14	98	-13	0	3	101	3	100
CCCCn1c(O)c(C(CC)=NCc2cc(OC)cc(OC)c2)c(=O)[nH]c1=O	-1	-3	-3	-4	100	-2	-2	-1	99	-1	99
O=c1c2cc([N+](=O)[O-])ccc2nc(CN2CCOCC2)n1-c1ccccc1F	0	5	0	0	104	0	3	1	99	0	101
COC(=O)[C@@H]1[C@@H](C(=O)OC)C2(c3ccccc3-c3ccccc32)N(c2ccc(Cl)cc2)N1C#N	-3	-4	-1	-5	99	21	12	-6	100	-2	96
CCC(C)(C)n1nnnc1CN1CCC(n2c(C)nc3cc(C(F)(F)F)ccc32)CC1	nt	nt	nt	?	103	1	0	nt	103	nt	103
S=P(Nn1cnnc1)(c1ccccc1)c1ccccc1	-3	-8	-4	-5	97	-24	3	0	97	-4	?
O=C(Cn1c(=S)[nH]c2ccccc2c1=O)N1CCC2(CC1)OCCO2	-4	-4	0	-4	102	-37	11	0	99	-3	102
CCOP(=O)(OCC)C(O)c1ccc(OC)cc1OC (stereo not given)	-3	0	-4	0	98	1	4	-4	97	-5	97
Cc1cc(C)cc(N2C(=O)NC(=O)/C(=C\C=C\c3ccco3)C2=O)c1	-9	3	-8	2	103	-36	18	-10	97	-6	95
O=c1[nH]c(=O)n(Cc2ccc(F)cc2)c(O)c1C=NCCCN1CCOCC1	1	-11	1	-9	100	2	-11	0	104	-8	99
CN1C(=O)C(=Cc2ccccc2OCCOc2ccc([N+](=O)[O-])cc2)C(=O)N(C)C1=O	-5	4	-2	0	104	-12	11	0	106	-2	108
COc1ccc(/C=C2\C(=O)NC(=O)N(CCC3=CCCCC3)C2=O)c(OC)c1	0	2	-3	3	100	9	25	2	105	0	100
O=c1[nH]c(=S)n(-c2ccccc2)c(O)c1C=NCc1ccccn1	nt	nt	nt	nt	108	-25	-20	nt	112	nt	?
COc1ccc(C2(C#N)CCN(C)CC2)cc1	-2	-2	-5	-3	101	-49	23	-3	100	-4	99
CC(C)C/C(=N/O)c1c[nH]c2ccccc12	-2	0	0	-2	103	-6	8	0	104	-2	104
CC[N+]12CCC(CC1)C(=C(c1ccccc1)c1ccccc1)C2	-5	-4	-7	-6	98	-13	-1	-5	104	-8	103
CCOC(=O)c1c(C)n(Cc2ccccc2)c2ccc(OCC(O)CN3C(=O)CNC3=O)cc12 (stereo not given)	4	-10	2	-11	100	11	2	-1	103	-11	102
Cc1nn(Cc2ccccc2)c(C)c1C(=O)NC1CCCc2ccccc21 (stereo not given)	-6	-11	-2	-6	98	1	6	-2	100	-6	99
CC(=O)OC1C2CCCC1C(N1CCCC1)CC2 (stereo not given)	5&2	6&-1	2&-1	2&-2	93&98	-3&-1	10&16	0&0	94&97	5&2	96&97
Cc1ccc(C)c(C2(O)CC(C)N(C)CC2C)c1 (stereo not given)	3	-13	-5	-8	100	-10	-1	0	101	-9	105
Next part.
SMILES	Bcl-W Bim block	Bfl-1 Bim block	Bim-Bcl-XL	Bcl-2 Bim block	RGS8-Gao	Mcl1-Bid inh	Mcl1-Noxa inh	Bim-Mcl-1	RGS4-Gao reg	Bcl-B Bim block	RGS7-Gao
CC(=Nc1ccc2c(c1)CCC2)c1c(O)n(-c2ccccc2)c(=O)[nH]c1=O	nt	nt	nt	nt	100	2	-12	nt	98	nt	?
O=C1CC(N2CC=C(c3ccccc3)CC2)C(=O)N1c1ccc(F)cc1 (stereo not given)	2	-12	0	-7	98	-5	9	-1	100	-3	99
C=CCN1C(=O)NC(=O)/C(=C/c2ccc(N(C)C)c(Br)c2)C1=O	-1	1	-2	2	100	-48	8	-3	100	-3	100
CCCC(C)n1[nH]c(=O)c2c1NC(=O)CSC2c1ccc(OC)c(OC)c1 (stereo not given)	1	-11	-2	-5	102	-18	-5	0	101	-5	104
CC(=NCCC1=CCCCC1)c1c(O)[nH]c(=O)[nH]c1=O	1	0	0	3	106	-20	3	1	113	0	114
CCOC(=O)c1c(/N=C/c2c(O)n(-c3cccc(C)c3)c(=O)[nH]c2=O)sc2c1CCCC2	1	5	-1	7	99	-47	11	-2	100	-5	102
O=C(COc1ccc(Cl)cc1)N(c1ccccc1Cl)C1CN2CCC1CC2 (stereo not given)	nt	nt	nt	nt	102	-2	14	nt	102	nt	?
O=P(NS(=O)(=O)c1ccc(Br)cc1)(Oc1ccccc1)Oc1ccccc1	-1	-10	2	-7	93	47	10	0	96	-7	99
COc1cc2c(cc1OC)C(C(=O)N(C)C1CCCCC1)C1CCCCN1C2=O (stereo not given)	-5	-2	-6	-4	102	-9	6	-5	100	-8	101
O=C(Nc1cccnc1)c1c(O)c2c(n(Cc3ccccc3)c1=O)CCCC2	-2	-8	-8	-8	103	-24	-13	-4	104	-9	101
CN(C)C(=Nc1ccccc1)P(=S)(N(C)C)N(C)C	0	-5	-3	-4	104	-26	18	0	106	-2	112

Limited to RGS8-Gao, Bcl-B Bim block and Bcl-2 Bim block, for three of the compounds above:
Molecule	RGS8-Gao	Bcl-B Bim block	Bcl-2 Bim block
O=C1CC(N2CC=C(c3ccccc3)CC2)C(=O)N1c1ccc(F)cc1 (stereo not given)	98	-3	-7
C=CCN1C(=O)NC(=O)/C(=C/c2ccc(N(C)C)c(Br)c2)C1=O	100	-3	2
CCCC(C)n1[nH]c(=O)c2c1NC(=O)CSC2c1ccc(OC)c(OC)c1 (stereo not given)	102	-5	-5

This is a subset. The share of hits here may be higher or lower than overall.
